HP1b chromo inh: inhibitors of HP1-beta chromodomain binding to methylated histone tails; P83916; AlphaScreen HP1-beta / biotin-H3K9me3 peptide binding; Potency, µM (highest dose often 114 µM), for inactives: at the highest dose activity change, negative = inhibition, most hits filed as inhibitors; 0.56% of 390,000 active; AID 540317; also: potency is read from the fitted curve at half-maximal effect; nearly all actives have a fitted effect of over 70% in size; inactives centre near 23
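HP1-beta protein (50 nM final) preincubated 30 min at room temperature with biotinylated H3(1-18)K9me3 peptide (50 nM) in PBS pH 7.4, 0.01% Tween-20, then compound added for 30 min. AlphaScreen streptavidin donor/nickel chelate acceptor beads (10 ug/mL final), 30 min dark, luminescence read.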
PGK inhibitor: blocks T. brucei phosphoglycerate kinase; Potency, µM (doses to about 57.5 µM), inactives show at the top dose activity change, negative = inhibition, actives largely listed as inhibitors; 0.043% of 380,000 active; PGK/GAPDH coupled, Kinase-Glo luminescence, 60 min; also: potency is read from the fitted curve at half-maximal effect; % is scaled to controls: 0 for no effect and ±100 for the full control effect; nearly all actives have a fitted effect of over 60% in size
Target sequence (P07378 whole entry, looked up): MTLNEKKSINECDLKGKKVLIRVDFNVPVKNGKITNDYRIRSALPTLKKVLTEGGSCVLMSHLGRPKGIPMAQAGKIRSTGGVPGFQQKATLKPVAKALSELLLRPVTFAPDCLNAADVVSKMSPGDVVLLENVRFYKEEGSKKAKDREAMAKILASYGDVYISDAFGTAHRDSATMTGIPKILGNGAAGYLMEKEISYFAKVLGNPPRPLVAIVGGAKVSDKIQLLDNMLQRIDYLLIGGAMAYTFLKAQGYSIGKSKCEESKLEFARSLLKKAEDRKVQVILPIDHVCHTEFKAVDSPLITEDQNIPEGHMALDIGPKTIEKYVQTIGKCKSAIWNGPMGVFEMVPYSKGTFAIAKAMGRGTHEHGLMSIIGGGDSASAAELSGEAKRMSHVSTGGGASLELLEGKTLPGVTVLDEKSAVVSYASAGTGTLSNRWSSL
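Recombinant glycosomal PGK reaction used 1,3-bisphosphoglycerate generated in-well by GAPDH (100nM final) in 100mM TEA pH 7.6, 5mM MgCl2, 0.01% Tween-20. After 60 minutes at room temperature, ATP was read by Kinase-Glo Plus luminescence end-point.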
GLS inhibitor: blocks human kidney-isoform glutaminase activity; Potency, µM (titrated, usually from 45.5 µM), for the others: at the top dose activity change, negative = inhibition, usual class: inhibitors; AID 624170; GLS enzymatic activity, qHTS titration; O94925; 0.21% of 410,000 active; also: potency is read from the fitted curve at half-maximal effect; % is scaled to controls: 0 for no effect and ±100 for the full control effect
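Enzyme dispensed in phosphate buffer (45 mM, pH 8.2, 0.02% Tween-20), compounds pinned in, then 1 mM L-glutamine solution and the glutamate oxidase–HRP–Amplex Red mix added; fluorescence read immediately and again after 30 min at room temperature.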
TrxR1 substrate: rat thioredoxin reductase 1 substrate activity | O89049 | purified TrxR1 substrate turnover, NADPH consumption readout | Potency, µM (highest dose often 114 µM), for the others: top-dose activity change, negative = substrate turnover | 0.01% of 390,000 active | AID 588456; also: potency is read from the fitted curve at half-maximal effect; % is scaled to controls: 0 for no effect and ±100 for the full control effect; nearly all actives have a fitted effect of over 50% in size
Target sequence (O89049 whole entry, looked up): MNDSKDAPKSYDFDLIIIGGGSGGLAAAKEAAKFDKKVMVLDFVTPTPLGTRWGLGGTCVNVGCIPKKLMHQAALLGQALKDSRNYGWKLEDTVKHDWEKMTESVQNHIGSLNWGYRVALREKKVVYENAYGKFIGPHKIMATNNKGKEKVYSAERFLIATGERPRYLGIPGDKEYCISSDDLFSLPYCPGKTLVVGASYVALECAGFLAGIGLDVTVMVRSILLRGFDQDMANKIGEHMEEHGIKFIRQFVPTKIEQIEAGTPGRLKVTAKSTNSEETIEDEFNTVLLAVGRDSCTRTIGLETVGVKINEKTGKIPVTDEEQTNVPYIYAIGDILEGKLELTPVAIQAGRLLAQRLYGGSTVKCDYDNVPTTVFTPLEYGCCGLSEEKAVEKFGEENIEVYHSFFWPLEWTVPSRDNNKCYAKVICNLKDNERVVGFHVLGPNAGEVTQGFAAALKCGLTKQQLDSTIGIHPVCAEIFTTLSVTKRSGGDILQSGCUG
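Rat TrxR1, dispensed at 90 nM, was prereduced with 400 uM NADPH (final) for 5 min at ~22 deg C, then incubated with compound 15 min before 400 uM selenite. A first-read NADPH fluorescence drop versus no-compound background flagged substrates.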
PI4K2A block: inhibitors of human PI4K2A | purified PI4K2A, ADP-Glo luminescence, 1 h; stronger effect = lower value | activity change, negative = inhibition, % at 76.9 µM | 0.13% of 420,000 active | Q9BTU6; in the data active = activity change below about -50%; inconclusive = mostly about -30% to -49%;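 also: -100% = wells without enzyme as full effect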
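In this quantitative HTS, ADP production by PI4K2A was quantified luminescently after 1 h at ambient temperature; 100 microM adenosine served as plate-quality control.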
USP1-UAF1 inh: USP1/UAF1 (human) deubiquitinase inhibition; 0.23% of 390,000 active; O94782; Potency, µM (titrated, usually from 57.1 µM), for inactives: at the top dose activity change, negative = inhibition, hits mostly inhibitors; recombinant USP1/UAF1, Ub-Rhodamine cleavage fluorescence; also: potency is read from the fitted curve at half-maximal effect; % is scaled to controls: 0 for no effect and ±100 for the full control effect; nearly all actives have a fitted effect of over 60% in size; inactives centre near -12
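USP1/UAF1 complex at 1 nM was preincubated with compound for 15 min at room temperature, then Ub-Rho substrate (150nM final) was added. Fluorescence (480/540 nm) was read kinetically, 6 reads every 60 seconds.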
TrxR1 inh: blocks rat thioredoxin reductase 1; O89049; recombinant rTrxR1, NADPH fluorescence consumption, selenite substrate; Potency, µM (titrated, usually from 114 µM), without a hit: at the top dose activity change, negative = inhibition, hits mostly inhibitors; 1% of 390,000 active; also: potency is read from the fitted curve at half-maximal effect; % is scaled to controls: 0 for no effect and ±100 for the full control effect; nearly all actives have a fitted effect of over 65% in size
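Rat TrxR1 (90 nM in the dispensed reagent) was pre-reduced with 400 uM NADPH for 5 min at room temperature, then incubated with compound for 15 min. After 400 uM selenite was added, NADPH fluorescence (Ex 340/Em 450 nm) was followed for 8 min.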
Pin1 inhibitor: blocks the human prolyl isomerase Pin1; Q13526; Pin1 FP peptide displacement, HiFluor488, 10 min; Potency, µM (series often up to 115 µM), for inactives: at the top dose activity, negative = inhibition, hits mostly inhibitors; 0.009% of 390,000 active; AID 504891; active = well fitted inhibition curve with a large enough effect in the polarisation, with a control signal flat, not every such curve was filed as active; inconclusive = small, poorly fitted or top-dose-only effect, or effect the other way, or a change in a side signal; inactive = no such curve, though single readings can be large or run the other way; the % refers to the polarisation; also: potency is read from the fitted curve at half-maximal effect; % is scaled to controls: 0 for no effect and ±100 for the full control effect
Target sequence (Q13526 whole entry, looked up): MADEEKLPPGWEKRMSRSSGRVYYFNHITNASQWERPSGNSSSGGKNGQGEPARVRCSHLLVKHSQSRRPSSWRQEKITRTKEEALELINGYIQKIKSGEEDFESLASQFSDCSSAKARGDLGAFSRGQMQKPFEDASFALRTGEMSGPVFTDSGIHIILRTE
IDH1 R132H inh: human IDH1 R132H inhibition; IDH1-R132H enzyme, NADPH consumption, diaphorase/resazurin fluorescence; Potency, µM (doses to about 76.6 µM), inactives show at the highest dose activity change, negative = inhibition, usual class: inhibitors; 0.093% of 390,000 active; AID 602179; also: potency is read from the fitted curve at half-maximal effect; % is scaled to controls: 0 for no effect and ±100 for the full control effect; nearly all actives have a fitted effect of over 65% in size
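IDH1-R132H (0.5 ug/mL dispensed) in pH 7.5 Tris buffer was preincubated 30 min with compound, then given a substrate mix of 0.016 mM NADPH and 2 mM alpha-KG for 80 min at room temperature; remaining NADPH was read by diaphorase/resazurin fluorescence.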
Active calls of the source: *; i = inactive; u = inconclusive; x = no result given; [ ] = remark or other dose. Unless noted, calls follow the shape of the dose curve; as a rule, active = well fitted curve in the direction sought with a large enough effect; inconclusive = small, poorly fitted or top-dose-only effect, or another doubt; inactive = no such curve, though single readings can be large; an effect the other way counts as inactive or inconclusive. Not all compounds are listed; count on the stated rates, not on these rows.

nr	HP1b chromo inh	PI4K2A block	GLS inhibitor	PGK inhibitor	Pin1 inhibitor	USP1-UAF1 inh	IDH1 R132H inh	TrxR1 inh	TrxR1 substrate	Structure
1	20.0%	4.1	1.8%	-1.9%	-0.2%	-16.9%	5.2%	21.1%[57.1 µM]	-10.4%[57.1 µM]	COc1cccc(N(C(=O)CNC(=O)c2ccco2)C(C(=O)NC2CCCC2)c2cccnc2)c1 (configuration not stated)
2	2.2%	-0.3	u	i	-8.8%	u	2.4%	12.8%[57.1 µM]	-17.5%[57.1 µM]	Cc1ccc(-n2c(CNc3cccc(Cl)c3)n[nH]c2=S)cc1
3	36.6%	1.0	1.5%	5.9%	5.8%	u	4.7%	10.9%	-9.1%	CC(OC(=O)c1ccc(O)cc1)C(=O)Nc1cc(C(F)(F)F)ccc1Cl (configuration not stated)
4	8.2%	-5.5	5.7%	i	-0.1%	3.6%	10.0%	15.3%	-3.8%	O=[N+]([O-])c1cccc(C(=Nc2cccc(Cl)c2)NO)c1
5	36.4%	-1.4	0.2%	-0.6%	-4.3%	-22.0%	-3.8%	-6.8%	-8.0%	CCOC(=O)c1c(S(=O)(=O)N2CCCCC2C)c(C)n(C)c1C (configuration not stated)
6	29.8%[57 µM]	-1.5	3.8%	-1.4%	6.8%	-3.0%	14.8%	-11.7%[57.1 µM]	-9.6%[57.1 µM]	CCOc1ccc(CNC(=O)Cn2nc(C)c3nn(-c4ccc(Cl)cc4)c(C)c3c2=O)cc1OC
7	u	-3.5	-13.8%	-5.9%	11.7%	-16.2%	3.6%	-3.3%	-4.9%	COc1ccc(COC(=O)c2ccc(Br)c(S(=O)(=O)N3CCOCC3)c2)cc1F
8	49.9%[activator]	1.4	-1.1%	i	1.1%	u	10.5%	12.4%	6.3%	CC1CCCCN1C(=O)Cn1c(=O)oc2cc(S(=O)(=O)N3CCCC3)ccc21 (configuration not stated)
9	47.9%[activator]	2.1	-11.7%	i	6.2%	-10.1%	8.1%	10.4%[57.1 µM]	-17.3%[57.1 µM]	O=C(O)C(Cc1ccccc1)n1c(=S)[nH]c2ccccc2c1=O (configuration not stated)
10	30.5%	-11.2	-2.2%	3.3%	-0.8%	-9.8%	-1.3%	-8.1%[57.1 µM]	-5.2%[57.1 µM]	O=C(c1cccc(NS(=O)(=O)c2ccccc2)c1)N1CCCCC1
11	19.0%	-1.8	x	-3.2%	-1.9%	-16.5%	-8.2%	3.5%	0.8%	Clc1ccc(-n2nnnc2CN2CCOCC2)cc1
12	-13.6%	3.8	u	-10.1%	u	-15.7%	1.9%	7.0%	-7.5%	COc1ccc(NC(=O)/C(C#N)=C\c2ccc(-c3cc(C(=O)O)ccc3C)o2)cc1

A second format for two compounds above.
Fields – HP1b chromo inh | PI4K2A block | GLS inhibitor | PGK inhibitor | Pin1 inhibitor | USP1-UAF1 inh | IDH1 R132H inh | TrxR1 inh | TrxR1 substrate
6: CCOc1ccc(CNC(=O)Cn2nc(C)c3nn(-c4ccc(Cl)cc4)c(C)c3c2=O)cc1OC
  29.8%[57 µM] | -1.5 | 3.8% | -1.4% | 6.8% | -3.0% | 14.8% | -11.7%[57.1 µM] | -9.6%[57.1 µM]
7: COc1ccc(COC(=O)c2ccc(Br)c(S(=O)(=O)N3CCOCC3)c2)cc1F
  u | -3.5 | -13.8% | -5.9% | 11.7% | -16.2% | 3.6% | -3.3% | -4.9%

(list continues)
nr	HP1b chromo inh	PI4K2A block	GLS inhibitor	PGK inhibitor	Pin1 inhibitor	USP1-UAF1 inh	IDH1 R132H inh	TrxR1 inh	TrxR1 substrate	Structure
13	19.9%	9.2	5.5%	i	2.4%	-10.6%	8.0%	14.8%[57.1 µM]	7.1%[57.1 µM]	CCCCc1ccc(S(=O)(=O)NCCc2ccncc2)cc1
14	-0.6%	2.2	-0.4%	-7.7%	-0.6%	-13.9%	4.4%	-8.3%	-3.4%	O=C(Nc1ccccc1)OCc1cc(-c2ccc(Cl)cc2)on1
15	22.7%	-2.3	-9.9%	9.6%	1.8%	-3.5%	0.0%	7.0%	2.1%	Cc1ccc(S(=O)(=O)CCC(=O)Nc2nnc(CC(C)C)s2)cc1
16	24.1%	0.0	1.7%	-12.6%	-3.8%	6.5%	2.9%	6.5%	0.7%	Cc1ccc(SC(C)C(=O)Nc2cccc(N(C)S(C)(=O)=O)c2)cc1 (configuration not stated)
17	47.5%[activator]	-0.8	-0.2%	10.9%	15.4%	-19.4%	-5.6%	u	-4.4%	CCN(CCn1cccn1)Cc1nc(-c2ccc(OC)cc2)no1
18	24.2%	6.3	-3.9%	-5.7%	0.3%	-26.0%	0.0%	27.6%	3.6%	Cc1cccc2c1cnn2C(=O)Nc1ccc(Br)cc1F
19	-4.5%	4.1	-12.5%	-4.7%	-15.9%	-21.7%	0.9%	u	1.7%	COC(=O)c1ccc(NC(=O)c2c(Br)cnn2C)cc1
20	22.4µM*	-8.9	u	-0.2%	9.9%	-0.1%	9.0%	-2.6%[57.1 µM]	-3.4%	Cc1ccc(Nc2cc(C)nc3c(C)ccc([N+](=O)[O-])c23)cc1
21	22.5%	-3.3	12.1%	-4.2%	-10.7%	0.1%	-14.8%	9.8%	-3.6%	CCOc1ccc(OCC(=O)OCC(=O)N2CCN(S(=O)(=O)c3ccc(C)cc3C)CC2)cc1
22	15.9%	3.2	1.7%	-5.2%	1.2%	-8.3%	-8.8%	21.2%	-1.0%	CC1Cc2ccccc2N1S(=O)(=O)c1cccc(C(=O)N2CC(=O)Nc3ccccc32)c1 (configuration not stated)
23	7.9%	0.2	21.0%	-2.1%	0.8%	-17.4%	4.5%	15.8%	2.3%	CC(NC(=O)c1ccccc1NC(=O)CN1CCN(c2ccccc2O)CC1)c1ccccc1 (configuration not stated)
24	68.4%[activator]	-1.5	0.7%	x	6.6%	-14.2%	8.1%	1.9%	6.3%	Cc1ccc(CSCC(=O)NCCCN2CCOCC2)cc1
25	16.4%	-6.2	4.9%	0.2%	1.9%	2.9%	-1.5%	-26.9%	-4.9%	CCn1c(-c2ccc(C)cc2)n[nH]c1=S
26	34.4%[activator]	2.9	10.4%	0.1%	-0.5%	-2.4%	1.5%	2.4%	0.7%	CCO/C=C1\N=C(c2ccc(F)cc2)OC1=O
27	33.5%[activator]	2.7	-1.1%	5.4%	3.1%	-14.4%	-4.2%	16.2%	4.2%	CC(C)(C)NC(=O)NC(=O)COC(=O)CNC(=O)c1cc(Cl)cc([N+](=O)[O-])c1
28	27.3%	-3.2	0.9%	-3.5%	52.0%[activator]	-25.2%	-3.0%	7.6%[57.1 µM]	2.6%[57.1 µM]	COc1ccc(NC(=O)CN(C)C(=O)CSc2nc3ccccc3s2)cc1
29	21.9%	-0.8	7.0%	-1.1%	-2.6%	2.9%	1.7%	-4.4%	-12.5%	CCc1noc(C)c1C(=O)Nc1nnc(C(CC)CC)s1
30	u	-1.9	6.7%	x	10.1%	-12.9%	x	28.1%[57.1 µM]	8.0%[57.1 µM]	COc1ccccc1CNC(=O)c1ccc2[nH]c(C)c(C)c2c1
31	28.3%	0.4	18.5%	-3.4%	-0.7%	-3.4%	7.0%	7.3%	1.7%	COc1ccc(NC(=O)Nc2nnc(C)s2)cc1
32	12.7%[57 µM]	7.8	-5.9%	6.2%	0.7%	-11.6%	-2.5%	-5.9%[2.29 µM]	-4.1%[2.29 µM]	O=[N+]([O-])c1ccc2nc[nH]c2c1
33	13.2%	-2.6	6.8%	-6.4%	u	-14.8%	-11.5%	13.8%	-3.2%	COc1cccc(/C=N/NC(=O)c2ccncc2)c1OC(=O)c1ccc(Br)cc1
34	u	-4.2	u	-7.3%	-3.7%	-15.6%	-3.8%	u	-20.1%	CC(C)(C)c1ccc(OCC(=O)NNC(=S)NC(=O)c2ccccc2[N+](=O)[O-])c(Br)c1
35	36.5%	-3.9	2.6%	-2.7%	u	-24.3%	-1.1%	20µM*	3.5%	Cc1c(S(=O)(=O)c2ccccn2)c(N)n(Cc2cccc(Cl)c2)c1C
36	x	-8.1	-11.2%	i	x	-26.9%	10.7%	x	x	COc1ccc(S(=O)(=O)N(C)C[C@@H]2Oc3cc(Br)ccc3S(=O)(=O)N([C@H](C)CO)C[C@@H]2C)cc1
37	48.7%[activator]	2.3	-0.3%	8.6%	-0.5%	-10.2%	17.8%	-4.4%	-8.0%	Cc1onc(-c2ccccc2)c1C(=O)OCC(=O)Nc1ccc(Cl)cc1
38	59.1%[activator]	4.3	-15.5%	-3.7%	-1.0%	u	5.6%	-8.8%	-4.6%	CCCCCCC(=O)Nc1nnc(CC)s1
39	23.5%	0.7	-5.7%	-7.1%	3.1%	4.6%	8.1%	12.1%[57.1 µM]	5.0%[57.1 µM]	CCOc1cc(NC(=O)c2cccs2)c(OCC)cc1NC(=O)c1ccccn1
40	17.7%	-0.6	-3.1%	-1.3%	-3.8%	-19.1%	3.6%	28.2%	6.2%	O=C1CSC(c2ccncc2)N1Cc1ccc(F)cc1 (configuration not stated)
41	-4.2%	2.2	2.0%	-12.5%	-12.6%	-24.1%	19.7%	2.3%[57.1 µM]	-0.7%[57.1 µM]	CC(=O)Nc1ccc2oc(C)nc2c1
42	1.5%[57 µM]	0.2	-14.8%	-6.6%	3.1%	-5.2%	3.8%	20.8%[57.1 µM]	7.4%[57.1 µM]	O=C(CNC(=O)c1ccc(C(F)(F)F)cc1)NC1CC1

High-throughput results as filed in PubChem BioAssay.
